HCT116 PTEN-null: growth suppression of PTEN-null HCT116, primary screen, cell-based, CellTiter-Glo; HCT116 PTEN-null viability, 60 h; hits give low values; viability, % at 10 µM; hit rate 1.2% among 140,000;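 active means viability at or below a set limit, 4 SD under the median of all tested compounds, cut at about 3.7% in these data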;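 further: PTEN knockout HCT116 line with beta catenin targeted HCT116 as companion control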
MRP-1 activ: H69AR viability gain despite doxorubicin, primary screen, MRP-1 activator project, H69AR cells, CellTiter-Glo; hit rate 0.61% among 140,000; viability increase, % at 10 µM; viability rescue;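 active means viability gain under doxorubicin at or above a set limit, the compound median plus 3 SD, cut at about 4.7% in these data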;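 further: MRP-1 overexpressing cells given doxorubicin 25 µM after compound pretreatment; 18-22 h compound pretreatment then 72 h with doxorubicin before readout; 0% = doxorubicin-only wells and 100% = vehicle-treated cells without doxorubicin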
BB579 growth dn: growth inhibitors of yeast BB579 in restrictive medium, primary screen, yeast lifespan-shortening project, S. cerevisiae; OD615, 48 h; inhibition, % at 10 µM; hit rate 0.51% among 140,000; AID 804, 2007;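 active means inhibition above a set limit, 3 SD over the mean compound inhibition, cut at about 44% in these data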; further: inactives centre near -24
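Material: Saccharomyces cerevisiae DeaD strain BB579, replicative lifespan model yeast; buffer or medium: CSMM-D restrictive synthetic medium containing dextrose (glucose); compound: 10 µM single dose, DMSO 0.25%; timing: 48 h compound exposure at 30 °C after 4 h preincubation; signal: turbidity as optical density at 615 nm; benchmarks: positive control amphotericin B 10 µg/mL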
NPY-Y2 antag: NPY-Y2 receptor antagonists, primary screen, cell-based; Neuropeptide Y receptor type 2 (Homo sapiens), P49146; NPY-Y2 expressing cells, antagonist mode; inhibition, % at 2.7 µM; hit rate 0.99% among 140,000; AID 793, 2007; in the data active means inhibition above about 17%;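 further: 0% = vehicle with agonist challenge and 100% = reference antagonist with challenge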
Target sequence (P49146 whole entry, looked up): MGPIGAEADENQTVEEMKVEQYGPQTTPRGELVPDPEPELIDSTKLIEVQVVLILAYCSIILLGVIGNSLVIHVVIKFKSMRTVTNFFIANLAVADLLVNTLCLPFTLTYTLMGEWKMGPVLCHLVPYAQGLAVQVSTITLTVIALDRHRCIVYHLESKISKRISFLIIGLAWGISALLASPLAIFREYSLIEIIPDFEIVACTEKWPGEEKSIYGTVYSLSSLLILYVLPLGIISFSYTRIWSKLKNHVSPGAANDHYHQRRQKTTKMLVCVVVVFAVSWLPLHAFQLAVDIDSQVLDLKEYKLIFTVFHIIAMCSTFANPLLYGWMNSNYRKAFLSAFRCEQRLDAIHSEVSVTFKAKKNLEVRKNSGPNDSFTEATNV
bCat KO growth: primary screen for growth suppressors in beta-catenin knockout HCT116 cells (colon tumor, human) | HCT116 beta-catenin knockout viability, CellTiter-Glo, 60 h; hits give low values | viability, % at 10 µM | hit rate 1.5% among 140,000 | AID 818, 2007;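 active means viability at or under a set limit, the compound median less 4 SD, cut at about 6% in these data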;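 further: 0% = Hyamine 1622 control at 20 µM and 100% = untreated cell control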
Yeast lifespan up: compounds extending yeast replicative lifespan, primary screen, S. cerevisiae, OD615 | S. cerevisiae growth with nicotinamide; deaD strain in restrictive glucose medium | inhibition of the nicotinamide effect, % at 10 µM | hit rate 0.68% among 130,000 | AID 775, 2007;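 active means inhibition above a set limit, placed 3 SD over the median of all compounds, cut at about 26% in these data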;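 further: 0% = nicotinamide-treated wells and 100% = cells grown without nicotinamide; some compounds called inactive have numbers as strong as hits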
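System: Modified budding yeast, DeaD strain | Buffer or medium: Restrictive glucose medium | Also added: 1.5 mM nicotinamide | Doses: 10 µM single point, 0.25% DMSO | Schedule: 48 h compound exposure at 30 °C, humidified | Detection: Absorbance at 615 nm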
E-sel TNF inh: E-selectin induction blockers in HUVEC – imaging, immunofluorescence, high content, primary screen; HUVEC TNFa-induced E-selectin immunofluorescence; hit rate 0.71% among 120,000; inhibition, % at 2 µM;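 active means inhibition above the batch mean plus 3 SD, and confirmed as a hit on visual image review, cut at about 43% in these data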;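 further: 0% = TNF-stimulated DMSO wells and 100% = unstimulated control wells; not every result past the cut was called active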
GALR2 blocker: GALR2 antagonists in receptor-expressing cells, primary screen | antagonist mode | hit rate 0.39% among 140,000 | inhibition, % at 4 µM | AID 828, 2007 | Galanin receptor type 2 (Homo sapiens), O43603; in the data active means inhibition above about 27%;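 further: cells stimulated with galanin 1-16 at roughly its EC80; 0% = agonist challenge control and 100% = basal control without agonist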
Target sequence (O43603 whole entry, looked up): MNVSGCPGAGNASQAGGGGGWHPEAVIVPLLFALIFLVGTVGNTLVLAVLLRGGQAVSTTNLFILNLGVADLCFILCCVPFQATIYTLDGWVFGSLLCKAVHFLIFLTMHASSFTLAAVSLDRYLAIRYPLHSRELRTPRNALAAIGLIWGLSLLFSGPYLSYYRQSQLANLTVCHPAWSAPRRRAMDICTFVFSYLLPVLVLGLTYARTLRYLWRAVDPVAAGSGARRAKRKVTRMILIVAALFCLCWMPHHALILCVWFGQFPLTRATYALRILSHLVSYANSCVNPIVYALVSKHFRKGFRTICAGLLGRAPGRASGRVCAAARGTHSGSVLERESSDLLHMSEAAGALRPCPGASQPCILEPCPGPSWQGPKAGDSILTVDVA
Phagocyt inh: inhibitors of macrophage phagocytosis, primary screen, imaging, J774A.1 cells, IgG beads; J774A.1 macrophage IgG-bead phagocytosis; inhibition, % at 5 µM; hit rate 0.07% among 110,000; AID 1029, 2008;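 active means inhibition above the mean of the plate negative controls plus 5 SD, cut at about 13% in these data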;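 further: phagocytic index as fraction of beads internalized from green versus red external bead signal; plate controls were DMSO negative control for no effect and cytochalasin-D positive control for full effect; some results beyond the cut were filed as inactive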
Measles CPE: compounds protecting cells from measles virus cytopathic effect, primary screen, measles RdRp inhibitor project, single point, MLSMR library, absorbance. Measles virus-infected cells, CPE protection. protection (pct of control), % at 4 µM. hit rate 1.5% among 140,000; in the data active means protection mostly above about 24%, no sharp cut-off; inactive means mostly below about 26%; further: some compounds called inactive have numbers as strong as hits
An asterisk follows results filed as active; x = not tested or not shown.

1. FC(F)(F)c1cnc(Oc2ccccc2-c2nnco2)c(Cl)c1
2. COC1(C)CC2C(CC1OC(=O)c1cc([N+](=O)[O-])cc([N+](=O)[O-])c1)C2(C)C (stereo unspecified)
3. Cc1cc(N(CN2CCCC2=O)C(=O)c2ccccc2)no1
4. COc1ccccc1NC(=O)CCNC(=O)Cn1ccc2ccccc2c1=O
5. O=c1cc(CSc2ccccn2)c2ccccc2[nH]1
6. CCC/C(O)=C1\C(=O)CC(c2ccccc2)CC1=NC(C)C(=O)O (stereo unspecified)
7. Cc1ccc(NC(=O)COC(=O)c2sccc2C)cc1S(=O)(=O)N1CCOCC1
8. CCCn1c(SCC(=O)Nc2nc3ccccc3s2)nc2c1c(=O)n(C)c(=O)n2C

Assay by compound,1,2,3,4,5,6,7,8
HCT116 PTEN-null,58,79,102,103,92,108,88,87
MRP-1 activ,0.5,1.4,-2.6,-1.1,-2.0,-1.0,0.4,0.1
BB579 growth dn,-11,-18,-22,-49,-12,-7,-32,-49
NPY-Y2 antag,4,-3,2,-1,2,2,2,0
bCat KO growth,43,87,100,97,85,104,90,95
Yeast lifespan up,-3,20,-6,-5,-13,5,2,-4
E-sel TNF inh,-4,x,x,x,4,43,x,-45
GALR2 blocker,-13,-1,-2,1,19,5,1,3
Phagocyt inh,-1,-6,-2,0,x,-2,-13,x
Measles CPE,31,10,18,4,9,6,3,9

Full records from above.
COc1ccccc1NC(=O)CCNC(=O)Cn1ccc2ccccc2c1=O is entered as HCT116 PTEN-null: 103; MRP-1 activ: -1.1; BB579 growth dn: -49; NPY-Y2 antag: -1; bCat KO growth: 97; Yeast lifespan up: -5; E-sel TNF inh: x; GALR2 blocker: 1; Phagocyt inh: 0; Measles CPE: 4
Cc1cc(N(CN2CCCC2=O)C(=O)c2ccccc2)no1 is entered as HCT116 PTEN-null: 102; MRP-1 activ: -2.6; BB579 growth dn: -22; NPY-Y2 antag: 2; bCat KO growth: 100; Yeast lifespan up: -6; E-sel TNF inh: x; GALR2 blocker: -2; Phagocyt inh: -2; Measles CPE: 18
CCCn1c(SCC(=O)Nc2nc3ccccc3s2)nc2c1c(=O)n(C)c(=O)n2C is entered as HCT116 PTEN-null: 87; MRP-1 activ: 0.1; BB579 growth dn: -49; NPY-Y2 antag: 0; bCat KO growth: 95; Yeast lifespan up: -4; E-sel TNF inh: -45; GALR2 blocker: 3; Phagocyt inh: x; Measles CPE: 9

Other compounds follow.
9. COc1ccc2cc(CCNC(=O)C3CC3)c(=O)[nH]c2c1
10. Cn1c(SCc2cccc(C(F)(F)F)c2)nnc1-c1ccco1
11. COc1ccc(Cn2c3ccc(OC)cc3c3nc4ccccc4nc32)cc1
12. CC1CCCN(CCC(=O)c2ccc(Br)cc2)C1 (stereo unspecified)
13. O=C(Nc1ccc(Cl)c(Cl)c1)N(Cc1cccnc1)Cc1ccco1
14. CN1CCN(C(=O)CN(CCc2ccccc2)S(C)(=O)=O)CC1
15. CC(C)CN(C(=O)CSc1nnc2ccccn12)c1c(N)n(CC(C)C)c(=O)[nH]c1=O
16. COc1ccc(NC(=O)C2CCCN(S(=O)(=O)c3cccc4cccnc34)C2)c(OC)c1 (stereo unspecified)

Assay by compound,9,10,11,12,13,14,15,16
HCT116 PTEN-null,91,100,7,93,65,93,105,76
MRP-1 activ,-2.5,-0.6,-6.1,-2.5,-3.3,-1.4,0.0,-1.6
BB579 growth dn,3,-39,-21,-11,-15,-24,-53,22
NPY-Y2 antag,-2,0,7,3,2,0,3,1
bCat KO growth,91,112,7,90,71,91,102,78
Yeast lifespan up,-18,-9,0,-5,-7,-2,-4,-9
E-sel TNF inh,-26,-6,24,-23,x,-3,-29,-3
GALR2 blocker,3,-5,-7,-15,8,1,2,-6
Phagocyt inh,x,-1,-13,0,-1,-1,1,0
Measles CPE,3,13,14,5,2,9,5,23

17. O=C(CSc1nnc(NCc2ccccc2)s1)N1CCOCC1
18. COc1ccc(NC(=O)c2cccnc2Sc2ccccc2)c(OC)c1
19. CCOc1ccc(N/C=C\C(=O)c2ccc3c(c2)OCO3)cc1
20. O=C(COC(=O)c1ccc(O)cc1)Nc1ccc(N2CCCCC2)cc1
21. COc1ccc(C(c2nnnn2Cc2ccc(F)cc2)N2CCN(c3ccc(OC)cc3)CC2)cc1 (stereo unspecified)
22. O=C(c1ccncc1)N1C2C=CC(C2)C1(C(F)(F)F)C(F)(F)F (stereo unspecified)
23. C[N+]1(CCOc2ccc([N+](=O)[O-])cc2)CCOCC1
24. Cc1c(C2=CCN(S(=O)(=O)c3ccc(Cl)cc3)CC2)c2ccccc2n1C

Assay by compound,17,18,19,20,21,22,23,24
HCT116 PTEN-null,99,103,95,110,93,102,66,74
MRP-1 activ,-1.0,-1.1,0.6,1.1,0.1,-2.3,-2.8,-0.1
BB579 growth dn,-41,-21,-38,-20,-78,-27,-50,-20
NPY-Y2 antag,9,-1,2,2,2,-1,2,2
bCat KO growth,92,105,101,109,85,98,71,76
Yeast lifespan up,5,-1,x,-15,-6,-11,-8,2
E-sel TNF inh,1,x,28,-16,49,x,2,x
GALR2 blocker,-4,2,1,-6,1,4,-11,-1
Phagocyt inh,4,-11,x,-1,2,1,-2,x
Measles CPE,8,9,42*,5,4,2,10,7

25. Cc1onc(-c2ccccc2Cl)c1C(=O)NCc1cccnc1
26. CCCCS(=O)(=O)Nc1ccc(C(=O)NCC2CCCO2)cc1 (stereo unspecified)
27. COc1ccccc1C1C(C(N)=O)=C(C)Nc2nc(-c3ccc(Cl)cc3)nn21 (stereo unspecified)
28. O=C1Nc2c(c(=O)[nH]c(=O)n2-c2ccccc2)C1(Nc1ncccn1)C(F)(F)F (stereo unspecified)
29. Cc1cc(S(=O)(=O)NCc2cccnc2)ccc1-n1cnnn1
30. Cc1cc(N2CCN(C(=O)c3ccco3)CC2)nc(-c2ccccc2)n1
31. COc1cccc(-c2ccc(C#N)c(SCC(=O)NCCc3cccc(Cl)c3)n2)c1
32. CCOC(=O)Cc1c(C)nc2cc(C)nn2c1C

Assay by compound,25,26,27,28,29,30,31,32
HCT116 PTEN-null,99,113,83,104,95,93,73,103
MRP-1 activ,0.2,-0.6,-2.8,1.3,-1.6,-0.9,-5.1,-1.9
BB579 growth dn,-15,-58,-24,7,-26,-39,-32,-17
NPY-Y2 antag,4,3,-1,2,0,x,14,1
bCat KO growth,91,105,85,109,91,95,71,98
Yeast lifespan up,-8,-2,-3,-8,-9,x,-1,x
E-sel TNF inh,-16,1,-29,13,-22,x,8,-4
GALR2 blocker,15,5,3,0,1,x,1,2
Phagocyt inh,-1,-2,-1,0,-1,0,x,x
Measles CPE,2,3,9,29,2,5,3,2

33. COc1ccc(N(CC(O)Cn2cnc3ccccc32)S(=O)(=O)c2ccc(C)cc2)cc1 (stereo unspecified)
34. Cc1cccc(C(=O)Nc2nnc(-c3ccc(C(C)(C)C)cc3)s2)c1
35. C=CCOC(=O)C1C(=O)CC(C)(O)C(C(=O)OCC=C)C1c1ccc(OC)cc1 (stereo unspecified)
36. CCC(=O)NC(Nc1nc(C)cs1)(C(=O)OC)C(F)(F)F (stereo unspecified)
37. O=C1NC(c2ccccc2)=NC1(Nc1ccccn1)C(F)(F)F (stereo unspecified)
38. Cc1c(-c2ccco2)[n+](=O)c2c(n1[O-])CCCCC2
39. CCN(CC#CCC(O)(c1ccccc1)c1ccccc1)C(C)C
40. Nc1ccccc1S(=O)(=O)NC1=NCCCCC1

Assay by compound,33,34,35,36,37,38,39,40
HCT116 PTEN-null,91,39,89,102,98,88,99,95
MRP-1 activ,-1.6,-4.0,-1.7,-1.3,-2.7,1.1,-2.1,0.3
BB579 growth dn,-25,-18,3,-45,-3,-11,-41,15
NPY-Y2 antag,1,-1,3,1,1,0,3,2
bCat KO growth,89,24,85,95,97,80,85,90
Yeast lifespan up,5,-11,3,6,3,-9,0,3
E-sel TNF inh,-1,-1,x,-21,1,x,x,x
GALR2 blocker,10,-9,3,8,-7,12,-6,-3
Phagocyt inh,-13,x,-1,4,-10,-1,-1,-7
Measles CPE,2,5,4,11,7,11,11,8

41. CC(C)=CC(=O)Nc1nnc(C(C)C)s1
42. Cc1cc(C)cc(C(=O)N(NC(=O)Nc2ccc(Cl)cc2)C(C)(C)C)c1
43. COc1ccc(S(=O)(=O)NCc2ccc3c(c2)OCO3)cc1C
44. CCOC(=O)C1CCN(C(c2cccnc2)c2c(NC(=O)c3ccco3)sc(C)c2C)CC1 (stereo unspecified)
45. Cc1cc(N(CN2CCCC2=O)C(=O)c2ccc(F)cc2)no1
46. C1CCN(c2nc3nonc3nc2N2CCCCC2)CC1
47. CCOC(=O)NC(=O)COC(=O)Cc1cc(OC)c(OC)c(OC)c1
48. CN1CCN(C(=S)NC(=O)/C=C/c2cccc3ccccc23)CC1

Assay by compound,41,42,43,44,45,46,47,48
HCT116 PTEN-null,96,21,93,20,107,100,96,88
MRP-1 activ,-1.4,-4.5,-1.9,-0.9,-1.4,1.3,0.1,-4.8
BB579 growth dn,-18,-36,2,-30,-23,-36,-31,0
NPY-Y2 antag,0,-4,6,15,-3,5,7,1
bCat KO growth,97,30,100,13,104,96,95,91
Yeast lifespan up,-20,-15,-2,23,-3,-2,-5,-4
E-sel TNF inh,-2,-31,12,x,x,x,x,-76
GALR2 blocker,1,-2,16,-2,-7,-8,-3,11
Phagocyt inh,x,5,0,1,x,-1,1,-1
Measles CPE,5,5,7,67*,13,3,35,2

49. Cc1occc1C(=O)n1cnc2ccccc21
50. CCC1CCc2c(sc3nc(SCC(=O)NCc4ccco4)n(-c4ccccc4)c(=O)c23)C1 (stereo unspecified)
51. COc1ccc(CCNC(=O)CC2SC(=NCCc3ccccc3)NC2=O)cc1 (stereo unspecified)
52. Cc1oc(-c2cccc(Cl)c2)nc1CN1CCCC(C(=O)NC(C)c2ccc3c(c2)OCCO3)C1 (stereo unspecified)
53. O=S1(=O)CCN2C(c3ccco3)=CSC2=N1
54. O=C(C1CCN(c2nnc(-n3cccc3)s2)CC1)N1CCN(Cc2ccc3c(c2)OCO3)CC1
55. COC(=O)Nc1c(-c2ccccc2)nc2ccc(C)cn12

Assay by compound,49,50,51,52,53,54,55
HCT116 PTEN-null,96,79,88,24,100,68,94
MRP-1 activ,-1.7,-2.1,-1.4,-3.5,-0.7,-1.4,-3.4
BB579 growth dn,-26,-47,-7,-12,-38,-20,-23
NPY-Y2 antag,3,2,4,4,8,2,4
bCat KO growth,92,81,83,24,49,48,89
Yeast lifespan up,-10,x,-2,0,-8,-8,-7
E-sel TNF inh,19,-8,x,x,x,-31,x
GALR2 blocker,-3,2,4,-5,-11,-11,17
Phagocyt inh,1,x,-4,-1,-2,0,0
Measles CPE,16,6,17,8,9,11,8
